Bioassay records (PubChem BioAssay)
mHTT CaM bind: mutant huntingtin-calmodulin interaction inhibitors – biochemical, AlphaScreen, primary screen; AlphaScreen His-mHTT/GST-CaM binding, luminescence; P42858; inhibition, % at 15 µM; 3.6% of 190,000 active;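 note: 0% = both proteins with DMSO and 100% = one protein alone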
Pf apPOL block: Pf-apPOL inhibitors, biochemical, fluorescence | inhibition, % at 10 µM | AID 1794808, 2022 | Recombinant Pf-apPOL, molecular beacon fluorescence, 1.5 h | 0.25% of 210,000 active | Plasmodium falciparum apicoplast DNA polymerase (apPOL)
* hit, by the source's call; i = inactive; x = not tested or not shown; & = joins results of further samples. Cut-off read from the data, not from the text of the source: active = inhibition above about 50%; inactive = the rest. A portion of the library; count on the stated rates, not on these rows.

molecule,mHTT CaM bind,Pf apPOL block
O=C(O)CSCC(=O)NCc1ccc2c(c1)OCO2,x,-6
O=C(CN1N=NC2C(=O)N(c3ccccc3)C(=O)C21)Nc1ccc(Cl)cc1Cl (stereo unspecified),2,5
Fc1ccccc1Nc1ncc2c(n1)CCN(Cc1ccc3c(c1)OCCO3)C2,19,-4
O=C(CCCn1c(=O)c2sccc2n(Cc2ccc(F)cc2Cl)c1=O)NCc1ccco1,-1,0
COc1ccccc1Oc1coc2cc(OC(=O)C=Cc3ccccc3)ccc2c1=O,43,-8
NS(=O)(=O)c1cc2c(cc1C(F)(F)F)NCNS2(=O)=O,x,-1&-9
CC(C)CC(=O)N1CCCC1c1cccc(F)c1 (stereo unspecified),-4,1
COc1ccc(C(O)=C2C(=O)C(=O)N(CCCN(C)C)C2c2ccc([N+](=O)[O-])cc2)cc1C (stereo unspecified),1,-2
COc1ccc(-c2cc(C(F)(F)F)n3ncc(C(=O)Nc4ccc(C)cc4)c3n2)cc1OC,1,-12
NC(=O)c1ccc(SCC(=O)O)c([N+](=O)[O-])c1,5,-15
O=C(NCCc1ccco1)C1CCN(Cc2cc3ccccc3n2Cc2ccccc2)CC1,58*,1
Cc1ccccc1CNC(=O)CN(c1ccc(Cl)c(Cl)c1)S(C)(=O)=O,8,-4

Entries of single compounds from above. Order of screens: mHTT CaM bind	Pf apPOL block
Fc1ccccc1Nc1ncc2c(n1)CCN(Cc1ccc3c(c1)OCCO3)C2 as listed: 19	-4
NS(=O)(=O)c1cc2c(cc1C(F)(F)F)NCNS2(=O)=O as listed: x	-1&-9
NC(=O)c1ccc(SCC(=O)O)c([N+](=O)[O-])c1 as listed: 5	-15
O=C(O)CSCC(=O)NCc1ccc2c(c1)OCO2 as listed: x	-6

New compounds follow:
molecule,mHTT CaM bind,Pf apPOL block
CCC(C)NC(=O)CC1Sc2ncccc2N(C)C1=O (stereo unspecified),-8,0
CCCOc1ccc(C(=O)Nc2nnc(C3CC(=O)N(c4ccc(OCC)cc4)C3)o2)cc1 (stereo unspecified),16,-3
O=C1OC(c2ccc(Br)o2)=N/C1=C/c1cccc(Br)c1,0,1
CCCCN(Cc1ccccc1)S(=O)(=O)c1cc(Br)cc2c1N(C(C)=O)C(C)C2 (stereo unspecified),5,0
CCCc1cc(C2CCCN2C(=O)Cc2ccccc2F)no1 (stereo unspecified),-1,5
CC1(C(=O)NC2CCCCCC2)CCC(=O)N1CCC1=CCCCC1 (stereo unspecified),-7&12,1&-13
Cc1ccc(C(=O)Nc2cc(C)on2)cc1,-6,-1
COc1ccc(-n2c(-c3cc(-c4ccccc4)sc3N)n[nH]c2=S)cc1,x,3
O=c1[nH]c(SCc2ccccc2Cl)nc2c1cnn2-c1ccc(F)cc1,3,0
O=[N+]([O-])c1ccccc1CSc1nnnn1-c1ccccc1,3,-9
CCOc1ccc(N2C(=O)CSC2c2cccc(C(F)(F)F)c2)cc1 (stereo unspecified),9,0
COC(=O)NC(=O)c1c(NC(=O)COc2ccc(Cl)cc2)sc(C)c1C,-9,4

molecule,mHTT CaM bind,Pf apPOL block
Cc1noc(C)c1C1CCCN1C(=O)NCCC(C)C (stereo unspecified),-7,-1
Cc1cccc(C2CCCN2C(=O)Nc2ccc(Cl)cc2)c1 (stereo unspecified),-6,-6
CCn1c(=O)c(-c2nc(-c3ccccc3F)no2)c(O)c2ccccc21,-5,-5
CC(C)(C)c1cc(C(=O)Nc2cc(F)cc(F)c2)nc2ccnn12,-23,1
O=C(Cc1csc(NC(=O)c2ccccc2)n1)Nc1ccc(F)c(Cl)c1,6,-5
CCOc1sc2nc(C)n(CC(=O)Nc3ccccc3C)c(=O)c2c1C,-1,-2
O=C(NCc1cccs1)c1cn(CC2CCCO2)cc2c(=O)[nH]nc1-2 (stereo unspecified),-4,-9
O=C1CSC(c2ccc(Cl)cc2)N1c1cccc(F)c1 (stereo unspecified),-10,7
CCc1nnc(NC(=O)c2ccc(N3C(=O)CCC3=O)cc2)s1,-29,1
CCc1ccc(N2C(=O)C3N=NN(c4ccc(Br)c(C)c4)C3C2=O)cc1 (stereo unspecified),2,1
O=C1[C@H](Cc2ccccc2)NCCCC[C@@H](c2ccc(Cl)cc2)N1Cc1ccc(Cl)cc1,100*,-6
COc1ccc(CN2CCCC2c2cc(C(C)C)on2)cc1CN1CCOCC1 (stereo unspecified),18,-2

molecule,mHTT CaM bind,Pf apPOL block
O=C(Nc1ccc2c(c1)Sc1ccccc1C(=O)N2C1CC1)C1CCC1,3,-5
NC(=O)c1oc2ccccc2c1NC(=O)c1ccc([N+](=O)[O-])s1,-17,-1
CCc1ccccc1NC(=O)C(C)N(c1ccccc1)S(C)(=O)=O (stereo unspecified),-2,-6
CCN(CCN(C)C)Cc1ccc(Cl)cc1,-2,2
O=C(Nc1sc2c(c1C(=O)c1ccccc1)CCCC2)c1ccc(N2C(=O)CCC2=O)cc1,32,-1
C=CCN(CC=C)C(=O)Nc1ccc2nsnc2c1,-7,2
CCOC(Cn1c(SCC(=O)c2ccccc2)nc2ccccc2c1=O)OCC,-9,-7
CCNC(=O)N(C)C1CCN(c2nccnc2OC)C1 (stereo unspecified),2,1
CC1=NCCCN1C(=O)c1c(-c2c(Cl)cccc2Cl)noc1C,x,-4
Cc1nnc2ccc(N3CCC(C)CC3)nn12,0,-6
CCc1ccc(NC(=O)c2c(C)sc3c(=O)n(C(C)C)cnc23)cc1,-4,0
COc1ccc(C(=O)Nc2c(C)ccc3nsnc23)cc1OC,0,8

Structure	mHTT CaM bind	Pf apPOL block
COc1ccc(C)cc1NC(=O)CN(C)S(=O)(=O)c1ccc(Cl)cc1	-1	-9
CCCOC(=O)C1C2C=CC3(CN(c4cccc(C)c4)C(=O)C13)O2 (stereo unspecified)	-17	-2
O=C(COc1cccc(N2C(=O)C3C4C=CC(C5CC45)C3C2=O)c1)c1ccc(F)cc1 (stereo unspecified)	-9	-6
COc1ccc(C=Nc2ccc(S(N)(=O)=O)cc2)cc1	23	18
CC(C)Oc1ccccc1/C=C1\Cc2ccccc2C1=O	-15	-2
O=C(Nc1cc(F)c2nc(N3CCOCC3)ccc2c1)c1cccc(F)c1	11	0
N#Cc1cccc2c1-c1ccc([N+](=O)[O-])cc1C2=O	13	-4
CCNc1nc(NCC)nc(Oc2ccc(OCC)nn2)n1	-3&-4	-2&-4
NC(=O)c1c(NC(=O)CSc2ncn[nH]2)sc2c1CCC2	-6	-5
Cc1nc(CSc2n[nH]c(=O)n2Cc2ccccc2)cs1	x	-10
CC1CN(S(=O)(=O)c2cc([N+](=O)[O-])ccc2N2CCN(Cc3ccccc3)CC2)CC(C)O1 (stereo unspecified)	4	0
O=C(NCC(O)c1ccsc1)Nc1cccc(Cl)c1 (stereo unspecified)	-9	-4
O=S(=O)(c1ccc(-c2csc(=Nc3cccc(Cl)c3)n2CCO)cc1)N1CCCCC1	51*	-7
COc1ccc(/C=C/C(=O)Nc2ccc(-n3nncc3C(C)(C)C)cc2)cc1OC	9	-5
CC(CCc1ccccc1)NC(=O)CC1CCN(S(=O)(=O)c2cccs2)CC1 (stereo unspecified)	0	1
COc1ccc(CNC(=O)c2cc3ccccn3c2)cc1	7	0
Cc1cccc(CC2SC(=Nc3ccccn3)NC2=O)c1 (stereo unspecified)	-1	2
O/N=C(\C(Cl)=N/O)c1ccccc1	i	x
COc1cccc(C(=O)NCCc2nc3ccccc3[nH]2)c1	4	-3
O=C(c1cnccn1)N(Cc1cccs1)C1(C(=O)NC2CCCCC2)CCCCC1	8	2
Cc1ccccc1-c1nc2c([nH]1)c(=O)n(C)c(=O)n2C	-2	-2
Cc1sc2nc(SCC(=O)N(CCO)CCO)n(C3CCCCC3)c(=O)c2c1C	-2	-5
Cc1sc2nc(C3CC3)nc(N3CCN(C(=O)C(C)C)CC3)c2c1C	21	3
CCOc1ccccc1NC(=O)N1CCC2(CC1)NC(=O)c1cc(Cl)ccc1N2C	-5	-4
COc1cccc(CC(=O)N2CCCC3(C2)Nc2ccccc2NC3=NC(C)(C)C)c1 (stereo unspecified)	78*	0
COCCNC(=O)CC1CCN(C(=O)c2ccccc2Cl)CC1	-18	-5
O=C1CC(c2cccs2)CC2=C1C(c1coc3ccc(Cl)cc3c1=O)Nc1ccccc1N2 (stereo unspecified)	14	3
O=C(NCCCN1CCc2ccccc2C1)C1CCN(c2ccncc2)CC1	6	-18
Cn1nc(C2CC2)cc1NC(=O)CN1C(=O)c2ccccc2C1=O	x	-10
COc1ccccc1C/C(N)=N/OC(=O)COc1cccc(C)c1	i	-7

Structure	mHTT CaM bind	Pf apPOL block
CC(C)c1cc(C2CCCN2C(=O)c2cc(-c3ccccc3Cl)on2)on1 (stereo unspecified)	-26	-3
COc1ccccc1CNS(=O)(=O)c1ccc2[nH]c(=O)sc2c1	-1	-1
COc1ccc(C2CC(=O)Nc3n[nH]c(-c4ccccc4)c32)c(OC)c1 (stereo unspecified)	80*	1
CC(=O)N1c2ccc(S(=O)(=O)NCCc3ccc(S(N)(=O)=O)cc3)cc2CC1C (stereo unspecified)	2	2
CCN1C2=C(C(=O)CC(C)(C)C2)C(c2ccc(OC)c(Cl)c2)C2=C1CC(C)(C)CC2=O	16	12
CC(Cc1ccco1)NC(=O)c1ccc2c(c1)nc1n2CCCCC1 (stereo unspecified)	2	-4
N#Cc1ccc(C(=O)N2CCC(CCOc3ccc(F)cc3)CC2)cc1	0	-2
O=C(O)c1c[nH]c2c(Cl)cccc2c1=O	6	-1
COc1cccc(C2=NOC(C(=O)NCc3ccc(F)cc3)C2)c1OC (stereo unspecified)	-6	4
Cc1nc(SCC(=O)Nc2ccc(Cl)c(Cl)c2)[nH]c(=O)c1Cc1ccccc1	3	-10
COc1ccc(C2CCCN2C(=O)c2cc(-c3ccccc3F)no2)cc1 (stereo unspecified)	-12	-4
CCc1nnc(NC(=O)c2ccc(S(=O)(=O)N(CC)c3ccccc3)cc2)o1	31	-2
CC1(C(=O)O)NC(c2cc(Br)ccc2O)C2C(=O)N(c3cccc(Cl)c3)C(=O)C21 (stereo unspecified)	-1	-11

Part of the list above in order of length of the SMILES, highest first.
Structure	mHTT CaM bind	Pf apPOL block
CCN1C2=C(C(=O)CC(C)(C)C2)C(c2ccc(OC)c(Cl)c2)C2=C1CC(C)(C)CC2=O	16	12
CC1(C(=O)O)NC(c2cc(Br)ccc2O)C2C(=O)N(c3cccc(Cl)c3)C(=O)C21 (stereo unspecified)	-1	-11
O=C1CC(c2cccs2)CC2=C1C(c1coc3ccc(Cl)cc3c1=O)Nc1ccccc1N2 (stereo unspecified)	14	3
CC(=O)N1c2ccc(S(=O)(=O)NCCc3ccc(S(N)(=O)=O)cc3)cc2CC1C (stereo unspecified)	2	2
COc1cccc(CC(=O)N2CCCC3(C2)Nc2ccccc2NC3=NC(C)(C)C)c1 (stereo unspecified)	78*	0
CCc1nnc(NC(=O)c2ccc(S(=O)(=O)N(CC)c3ccccc3)cc2)o1	31	-2
COc1ccc(C2CC(=O)Nc3n[nH]c(-c4ccccc4)c32)c(OC)c1 (stereo unspecified)	80*	1
CC(C)c1cc(C2CCCN2C(=O)c2cc(-c3ccccc3Cl)on2)on1 (stereo unspecified)	-26	-3
Cc1sc2nc(C3CC3)nc(N3CCN(C(=O)C(C)C)CC3)c2c1C	21	3
COc1ccc(C2CCCN2C(=O)c2cc(-c3ccccc3F)no2)cc1 (stereo unspecified)	-12	-4
COc1cccc(C2=NOC(C(=O)NCc3ccc(F)cc3)C2)c1OC (stereo unspecified)	-6	4
Cn1nc(C2CC2)cc1NC(=O)CN1C(=O)c2ccccc2C1=O	x	-10
CC(Cc1ccco1)NC(=O)c1ccc2c(c1)nc1n2CCCCC1 (stereo unspecified)	2	-4
COc1ccccc1C/C(N)=N/OC(=O)COc1cccc(C)c1	i	-7
COCCNC(=O)CC1CCN(C(=O)c2ccccc2Cl)CC1	-18	-5
O=C(O)c1c[nH]c2c(Cl)cccc2c1=O	6	-1
